High-throughput results deposited in PubChem by several laboratories.
Mtb UGM inh: M. tuberculosis UGM enzyme inhibitors, primary screen, biochemical, fluorescence polarization, single point; UDP-galactopyranose mutase (Mycobacterium tuberculosis (strain ATCC 25618 / H37Rv)), …; purified UGM, fluorescence polarization probe displacement; inhibition, % at 10 µM; hit rate 0.06% among 320,000; AID 504406, 2011; in the data active means inhibition above about 10%, passing the limit was not always enough; inconclusive means no clear call, values can overlap the other calls
Target sequence (P9WIQ1 whole entry, looked up): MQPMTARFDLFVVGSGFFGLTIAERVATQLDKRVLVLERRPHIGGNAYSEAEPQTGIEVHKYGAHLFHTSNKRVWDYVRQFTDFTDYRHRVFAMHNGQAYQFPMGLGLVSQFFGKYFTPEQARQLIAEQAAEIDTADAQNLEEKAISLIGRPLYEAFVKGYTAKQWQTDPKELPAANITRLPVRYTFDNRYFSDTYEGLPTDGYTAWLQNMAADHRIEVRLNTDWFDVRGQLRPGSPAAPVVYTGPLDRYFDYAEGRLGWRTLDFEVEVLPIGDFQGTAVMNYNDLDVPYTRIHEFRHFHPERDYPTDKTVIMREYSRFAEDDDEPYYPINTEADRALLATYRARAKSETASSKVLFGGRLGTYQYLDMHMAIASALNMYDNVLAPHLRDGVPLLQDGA
BoNT A protease: BoNT/A light chain protease inhibitors, primary screen, biochemical, flow cytometry, MLPCN library; hit rate 0.17% among 360,000; multiplex microsphere protease substrate cleavage; Botulinum neurotoxin type A light chain protease (Clostridium botulinum A str. ATCC 3502); AID 588499, 2011; inhibition, % at 10 µM; further: plate controls were buffer without enzyme for full effect and enzyme alone for no effect
Mtb BioA inh: M. tuberculosis BioA enzyme inhibitors, primary screen, biochemical, plate reader, single point, HTS; 7,8-diaminopelargonic acid synthase BioA (Mycobacterium tuberculosis); purified M. tuberculosis BioA enzyme; inhibition, % at 9.99 µM; hit rate 0.096% among 360,000; AID 602481, 2012; in the data active means inhibition above about 40%; inconclusive means no clear call, values can overlap the other calls
PfHsp40 rescue: rescue of yeast from PfHsp40 toxicity, primary screen, S. cerevisiae, ATP luminescence; growth rescue, % at 12.5 µM; S. cerevisiae expressing PfHsp40, growth rescue; hit rate 0.68% among 340,000; in the data active means growth rescue above about 28%, passing the limit was not always enough; inconclusive means no clear call, values can overlap the other calls;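 further: yeast W303a lacking pdr1 and pdr3 grown in galactose medium; growth measured after three days at 30 °C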
FadD28 FP inh: inhibitors of FadD28 bisubstrate probe binding, primary screen, biochemical, fluorescence polarization, single point; Mycobacterium tuberculosis FadD28 fatty-acid-AMP ligase; inhibition, % at 12.5 µM; hit rate 0.22% among 360,000; AID 588549, 2011; in the data active means inhibition above about 8.5%, passing the limit was not always enough; inconclusive means no clear call, values can overlap the other calls
Anthrax LF inh2: Bacillus anthracis LF protease inhibitors, primary screen, biochemical, multiplex microsphere, MLPCN library. Lethal factor (Bacillus anthracis), P15917. multiplex microsphere protease cleavage assay. inhibition, % at 10 µM. hit rate 0.12% among 360,000. AID 588501, 2011; further: plate controls were buffer without enzyme for full effect and enzyme alone for no effect
Mtb FBA inh: Mtb FBA enzyme inhibitors, primary screen, biochemical, fluorescence, strain H37Rv. inhibition, % at 1 µM. Fructose-bisphosphate aldolase (Mycobacterium tuberculosis (strain ATCC 25618 / H37Rv)), …. hit rate 2.3% among 360,000. purified M. tuberculosis FBA, fluorescence read-out. AID 588726, 2011; in the data active means inhibition above about 27%;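 further: 0% = vehicle and 100% = reference inhibitor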
Target sequence (P9WQA3 whole entry, looked up): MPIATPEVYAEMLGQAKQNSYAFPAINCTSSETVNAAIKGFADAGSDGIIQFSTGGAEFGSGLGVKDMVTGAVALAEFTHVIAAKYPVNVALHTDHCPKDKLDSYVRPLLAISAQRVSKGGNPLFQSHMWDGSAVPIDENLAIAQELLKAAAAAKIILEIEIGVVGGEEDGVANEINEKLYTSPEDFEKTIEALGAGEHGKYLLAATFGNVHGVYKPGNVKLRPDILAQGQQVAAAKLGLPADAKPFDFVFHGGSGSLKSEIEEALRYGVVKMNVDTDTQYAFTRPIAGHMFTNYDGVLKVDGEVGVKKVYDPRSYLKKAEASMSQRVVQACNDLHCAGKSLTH
GDH-TPI inh: GDH-TPI coupling enzyme inhibitors, primary screen, artefact control for M. tuberculosis FBA inhibitor project, biochemical, absorbance, full deck. GDH-TPI coupled enzyme counterscreen, NADH absorbance. inhibition, % at 4.8 µM. hit rate 1.2% among 360,000. AID 588335, 2011; in the data active means inhibition above about 30%;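 further: 0% = DMSO wells and 100% = wells lacking the enzyme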
BoNT F protease: BoNT/F light chain protease inhibitors, primary screen, biochemical, flow cytometry, MLPCN library. Botulinum neurotoxin type F light chain protease (Clostridium botulinum). Multiplex microsphere protease cleavage assay. inhibition, % at 10 µM. hit rate 0.22% among 360,000; in the data active means inhibition above about 35%, passing the limit was not always enough; inconclusive means no clear call, values can overlap the other calls; further: plate controls were buffer without enzyme for full effect and enzyme alone for no effect
* = called active by the depositor; ? = inconclusive; · = not tested or not shown. Unless noted, no stated cut-off is given here; in the data, active means inhibition above about 30%; inconclusive means no clear call, values can overlap the other calls; inactive means below that.

SMILES	Mtb UGM inh	BoNT A protease	Mtb BioA inh	PfHsp40 rescue	FadD28 FP inh	Anthrax LF inh2	Mtb FBA inh	GDH-TPI inh	BoNT F protease
O=c1c2c(nc3c(-c4cccc(Br)c4)c[nH]n13)CCCC2	2.5	-1.5	-1.1	0.7	-0.5	-4	-3	12	-6
CCCSc1oc(-c2ccco2)nc1S(=O)(=O)c1ccc(C)cc1	-0.8	0.9	1.4	0.9	-1.2	-1	1	6	-2
O=C(Oc1ccccc1)c1cccc(COC(=O)c2cnccn2)c1	3.1	0.5	-2.2	0.7	-1.5	0	1	12	8
O=S(=O)(NC1CCCCC1Sc1ncccn1)c1ccc(Cl)cc1 (configuration not stated)	-1.0	0.4	·	-1.5	-2.2	2	-5	-14	-4
CCOc1cc(/C=N/NC(=O)c2ccncc2)ccc1OS(C)(=O)=O	-1.9	-0.5	0.0	0.1	-3.1	-1	-1	17	-8
Cc1ccc(-n2c3nc(=O)[nH]c(=O)c-3cc3cc([N+](=O)[O-])ccc32)cc1	·	1.0	0.5	0.4	-0.1	0	-2	14	-2
O=C(CC1CCCC1)NNC(=O)c1ccc(F)cc1	-1.0	-0.4	0.1	-1.2	-3.0	1	-1	-1	-2
CCN(CC)C(=O)CC(c1ccc(N(C)C)cc1)c1c(O)cc(OC)cc1OC (configuration not stated)	-2.1	-0.8	-2.6	-1.3	0.3	-4	3	3	1
Cc1cc(C)c(NC(=O)C(C)N2CCCCCC2)c(C)c1 (configuration not stated)	1.5	-0.6	-0.6	-0.5	-3.5	-10	1	2	?
COc1ccc([N+](=O)[O-])cc1N(CC(=O)N(C)C)S(C)(=O)=O	0.3	-2.5	·	-1.2	0.4	-3	-2	6	1
CC1(C(=O)NS(=O)(=O)c2cccc(F)c2)CCN1C(=O)c1ccccc1 (configuration not stated)	·	-0.1	-0.4	·	-2.9	-4	-2	5	-4
Cc1ccccc1C(=O)c1cccn1CC(=O)NCc1ccccc1Cl	-2.2	0.8	-0.3	-0.4	-2.2	-2	-7	19	1
Cc1cc(C)c(N=Cc2c(O)[nH]c(=O)[nH]c2=O)c(C)c1	3.4	4.4	-1.1	0.9	-3.7	0	0	25	?
COc1ccc(C2C(C#N)=C(N)OC3=C2C(=O)CC(C)(C)C3)cc1 (configuration not stated)	3.3	-0.5	·	-0.9	-1.0	-3	-1	-4	1
C=CCSC1=N/C(=C\c2ccc(C(=O)O)cc2)C(=O)S1	0.1	2.2	·	-1.0	0.2	4	-1	1	18
CCn1c(=O)c([N+](=O)[O-])c(N2CCN(Cc3ccc4c(c3)OCO4)CC2)c2ccccc21	6.4	-3.2	·	-0.1	-2.1	0	3	16	?
S=C(NN=C(C1CC1)C1CC1)Nc1ccccc1	-2.0	-1.9	0.3	-0.9	0.8	-3	0	15	-5
COCC(=O)N(Cc1cc2cc(OC)ccc2[nH]c1=O)c1ccccc1	-1.6	0.1	1.5	1.2	-2.3	-1	19	3	2
CCCS(=O)(=O)NC(=O)C1(C)CCCN(C(=O)COc2ccc(Cl)cc2Cl)C1 (configuration not stated)	·	-0.6	-0.3	·	-3.3	-1	2	14	-1
Cc1ccc(-n2nc(C(=O)N3CCN(C)CC3)c3c4ccccc4n(C)c3c2=O)cc1	-4.2	0.9	-1.2	-1.4	-2.2	4	10	29	-1
CCN1C(=O)C(CC(=O)NCCc2ccccc2)N(NC(=O)c2ccc(Br)cc2)C1=S (configuration not stated)	·	-0.1	·	·	-4.5	-11	-1	-5	1
Cc1ccc(Cl)cc1N1CCN(C(=O)c2ccc(NS(=O)(=O)c3c(C)noc3C)cc2)CC1	0.2	0.0	2.0	-1.9	-1.0	-2	2	8	-10
C#CC(C)OC(=O)Nc1cnccc1C(F)(F)F (configuration not stated)	-1.2	-0.4	0.3	-0.4	-3.5	-1	-1	19	4
O=C(Nc1cccc(Cc2ccccc2)c1)Nc1cccc2[nH]c([C@@H]3O[C@H](CO)[C@@H](O)[C@H](O)[C@H]3O)nc12	·	-0.9	-0.1	·	-6.2	-3	2	7	2
CC[C@@H](C)[C@@H](C(=O)N1CCN(C(=O)OC(C)(C)C)CC1)n1cc(CCC(=O)O)nn1	0.6	-0.5	0.3	?	-1.6	-6	0	-5	-6
Cc1ccnc(NC(=O)Cn2c(=O)oc3ccccc32)c1	1.2	-1.7	0.3	1.3	0.4	0	-3	8	-4
CCOC(=O)c1ccc(NC(=S)NN)cc1	-0.7	-0.8	-0.7	0.4	-1.8	-5	2	4	-2
COc1ccc(/C=N/NC(=O)c2[nH]c3ccc(Cl)cc3c2-c2ccccc2)c(C(=O)O)c1OC	0.1	-2.3	5.4	4.4	-9.9	-11	5	31*	-7
COc1ccc(F)cc1C(=O)C1CCCN(Cc2ccc(Oc3ncccn3)cc2)C1 (configuration not stated)	0.7	-0.9	·	-1.0	0.1	-2	4	-4	-10
COc1ccc(NC(=O)CN2CCOCC2)cc1S(=O)(=O)N1CCCCC1	3.3	0.6	-1.7	-1.2	0.0	10	6	-1	-2
COc1ccc(C(CC(=O)O)NS(=O)(=O)c2ccc(C)cc2)cc1OC (configuration not stated)	-2.3	0.1	3.0	-0.4	-2.4	-1	0	-7	-2
O=C(O)c1ccc(S(=O)(=O)Cc2ccccc2)cc1	1.2	0.3	-0.4	0.5	-1.7	-2	4	-6	0
CC(C)(CNC(=O)C1c2ccccc2-c2ccccc21)N1CCOCC1	2.7	1.7	-1.3	-0.5	-4.1	-1	-2	-2	3
CN(CC(=O)Nc1ccc(Cl)cc1)Cc1cc(=O)n2ccsc2n1	-1.9	-0.1	·	-1.5	-1.7	0	0	6	-3
COc1ccc(N(CC(=O)Nc2cc(C)cc(C)c2)S(=O)(=O)c2ccccc2[N+](=O)[O-])c(OC)c1	-1.1	-0.5	·	-1.5	-6.4	-2	-6	-7	4
CCOC(=O)CN1C(=O)C(CC)Oc2ccccc21 (configuration not stated)	-0.3	-2.5	-0.1	0.2	-2.0	-1	0	-1	-4
COc1ccc(NC(=O)C#Cc2ccccc2)cc1	-2.3	0.4	2.9	2.6	-2.0	7	-1	12	0
COc1ccc(N2CCN(C(=O)c3ccc(NS(=O)(=O)c4ccccc4)cc3)CC2)cc1	0.7	-0.3	1.0	1.5	-0.1	-3	3	7	1
COc1cc(NC(=S)N2CCN(C(=O)c3ccco3)CC2)c(OC)cc1Cl	2.1	-0.4	·	-0.6	0.4	-1	-1	4	-7
COc1ccccc1NC(=O)CSc1nc2c(sc3ccccc32)c(=O)n1CCN(C)C	1.4	-0.3	·	0.4	-3.1	-12	51*	22	-13

A second format for 3 compounds above:
CC(C)(CNC(=O)C1c2ccccc2-c2ccccc21)N1CCOCC1
  Mtb UGM inh = 2.7; BoNT A protease = 1.7; Mtb BioA inh = -1.3; PfHsp40 rescue = -0.5; FadD28 FP inh = -4.1; Anthrax LF inh2 = -1; Mtb FBA inh = -2; GDH-TPI inh = -2; BoNT F protease = 3
CN(CC(=O)Nc1ccc(Cl)cc1)Cc1cc(=O)n2ccsc2n1
  Mtb UGM inh = -1.9; BoNT A protease = -0.1; Mtb BioA inh = ·; PfHsp40 rescue = -1.5; FadD28 FP inh = -1.7; Anthrax LF inh2 = 0; Mtb FBA inh = 0; GDH-TPI inh = 6; BoNT F protease = -3
COc1ccc(N(CC(=O)Nc2cc(C)cc(C)c2)S(=O)(=O)c2ccccc2[N+](=O)[O-])c(OC)c1
  Mtb UGM inh = -1.1; BoNT A protease = -0.5; Mtb BioA inh = ·; PfHsp40 rescue = -1.5; FadD28 FP inh = -6.4; Anthrax LF inh2 = -2; Mtb FBA inh = -6; GDH-TPI inh = -7; BoNT F protease = 4

Compound profiles (already shown). Order of screens: Mtb UGM inh, BoNT A protease, Mtb BioA inh, PfHsp40 rescue, FadD28 FP inh, Anthrax LF inh2, Mtb FBA inh, GDH-TPI inh, BoNT F protease
CN(CC(=O)Nc1ccc(Cl)cc1)Cc1cc(=O)n2ccsc2n1 as listed: -1.9, -0.1, ·, -1.5, -1.7, 0, 0, 6, -3
COc1cc(NC(=S)N2CCN(C(=O)c3ccco3)CC2)c(OC)cc1Cl as listed: 2.1, -0.4, ·, -0.6, 0.4, -1, -1, 4, -7
COc1ccc(NC(=O)CN2CCOCC2)cc1S(=O)(=O)N1CCCCC1 as listed: 3.3, 0.6, -1.7, -1.2, 0.0, 10, 6, -1, -2

The list goes on:
SMILES	Mtb UGM inh	BoNT A protease	Mtb BioA inh	PfHsp40 rescue	FadD28 FP inh	Anthrax LF inh2	Mtb FBA inh	GDH-TPI inh	BoNT F protease
COc1ccc(C(C)=O)cc1Cn1c(C)c(C(=O)NCc2cccc(C(F)(F)F)c2)sc1=O	·	-0.9	1.7	·	-7.9	-9	0	-12	-11
Cc1ccc(/C(N)=N/OC(=O)c2cccc(Cn3cc(C(F)(F)F)ccc3=O)c2)cc1	4.7	-1.2	·	-0.1	-3.2	-1	-1	2	-7
CC(=O)Nc1cc(-c2cccc(C(=O)N(C)C)c2)cn2c(-c3ccc(F)cc3)cnc12	·	-0.6	6.6	·	-3.8	-2	3	1	0
CCOP(=O)(c1ccc(N(C)C)cc1)C(O)c1ccc(OC)cc1 (configuration not stated)	0.6	0.4	·	-0.1	-0.8	2	-2	-1	-7
COc1ccccc1-c1cc(C(F)(F)F)nc(NCc2ccco2)n1	-1.1	-1.7	-0.6	-0.7	0.7	-2	5	15	-11
O=C(c1ccc(F)cc1)N1CCN(c2ccc([N+](=O)[O-])c(N3CCOCC3)c2)CC1	-1.9	-0.4	·	0.9	-3.5	1	-11	13	-6
Cc1cc2c3c(c1)C(C)CC(C)(C)N3C(=O)C2=O (configuration not stated)	1.1	-0.8	·	-0.2	1.7	-8	1	0	2
COc1cccc(C(C(=O)NCC2CCCO2)N(C(=O)Cn2nnc3ccccc32)c2ccccc2C(C)=O)c1OC (configuration not stated)	-0.2	1.3	0.0	0.2	-0.1	-1	4	3	0
O=C(CCC(=O)c1cccs1)c1cccs1	0.6	-0.9	-0.4	-1.0	1.0	-4	3	3	0
Cc1cc(C(=O)OCC(=O)Nc2sc3c(c2C#N)CCC(C)C3)c2ccccc2n1 (configuration not stated)	-0.6	1.3	·	-1.5	-1.2	4	1	10	-7
COc1ccc(S(=O)(=O)N2CCN(Cc3ccc4c(c3)OCO4)CC2)c2ccccc12	-0.6	0.0	-1.9	0.3	-0.1	-3	2	5	-1
CSC1=C(C#N)C(C)CC(=O)N1 (configuration not stated)	-1.8	-0.6	·	-0.6	-0.1	0	3	-2	-1
